From PubChem BioAssay
V1aR counter: counter-screen for oxytocin receptor agonists: human V1a receptor agonists | P37288 | CHO-V1R cells, Fluo-8 calcium fluorescence, agonist mode; 0% DMSO, 100% 3 nM vasopressin | activation, % at 3 µM | 320,000 tested, 0.25% active;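 active means activation above the mean activation of all tested compounds plus 3 SD, per screening run, cut at about 20% in these data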;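 further: signal is peak over basal fluorescence ratio across a 100 second FLIPR read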
M1 PAM: human CHRM1 positive allosteric modulation; P11229; CHO-K1 hM1, Fluo-8 calcium fluorescence, ACh EC20; 0% = ACh EC20, 100% = maximal ACh; activation, % at 3 µM; 360,000 tested, 0.088% active; AID 588819; in the data active means activation above about 19%, passing the limit was not always enough
Target sequence (P11229 whole entry, looked up): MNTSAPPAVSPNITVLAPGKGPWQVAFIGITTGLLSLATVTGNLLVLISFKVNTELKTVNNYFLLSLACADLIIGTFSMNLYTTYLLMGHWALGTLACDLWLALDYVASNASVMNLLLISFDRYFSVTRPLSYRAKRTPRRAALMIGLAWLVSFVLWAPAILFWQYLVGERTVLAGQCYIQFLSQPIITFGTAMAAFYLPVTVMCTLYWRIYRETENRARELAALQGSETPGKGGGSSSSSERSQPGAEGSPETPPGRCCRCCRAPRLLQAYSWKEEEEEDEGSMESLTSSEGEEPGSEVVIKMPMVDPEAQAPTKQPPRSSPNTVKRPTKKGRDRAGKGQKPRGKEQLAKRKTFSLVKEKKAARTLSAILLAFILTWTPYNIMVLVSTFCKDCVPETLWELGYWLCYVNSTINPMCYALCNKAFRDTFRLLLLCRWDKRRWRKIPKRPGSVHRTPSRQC
TAAR1 antagonist: antagonists of human TAAR1; inhibition, % at 3 µM; Q96RJ0; CHO RD-HGA16 TAAR1, Fluo-8 calcium fluorescence, antagonist; 360,000 tested, 1.5% active;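 active means inhibition above a per-plate cutoff, the mean inhibition of test compounds on that plate plus 3 SD, cut at about 49% in these data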;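 further: 0% = DMSO plus EC80 beta-PEA response and 100% = DMSO alone without agonist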
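Test system – hTAAR1-expressing CHO RD-HGA16 cells, Gα16-coupled · Reagent – β-PEA at EC80 concentration, post-compound challenge · Compound dosing – 3 µM, single point · Timing – 140 s kinetic read after compound, 140 s after agonist · Detection – Fluo-8 intracellular calcium dye fluorescence, real-time kinetic reads · Control set – DMSO and EC80 PEA controls · Repeats – n of 1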
M1 ag: human M1 muscarinic receptor agonism; P11229; CHO-K1 hM1, Fluo-8 calcium fluorescence, agonist mode; 0% DMSO, 100% acetylcholine EC100; activation, % at 3 µM; 360,000 tested, 0.33% active;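 active means activation above the run's mean compound activation plus 3 SD, cut at about 16% in these data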;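 further: peak over basal fluorescence ratio within a 140 s kinetic read after compound addition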
CHO parental Ca: counter-screen: ATP calcium response change in parental CHO cells; parental CHO-K1, ATP-induced calcium, Fluo-8 fluorescence; inhibition, % at 5.6 µM; 330,000 tested, 0.63% active; AID 463079;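 active means inhibition above that plate's mean sample inhibition plus 3 SD, cut at about 26% in these data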;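 further: 0% = ATP-challenged DMSO wells and 100% = DMSO wells without ATP; some compounds past the cut are filed as inactive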
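Material – parental CHO cells · Reagent – ATP stimulus · Compound – single nominal dose of 5.6 µM per compound · Detection – Fluo-8 fluorescence · Read-out basis – percent inhibition of calcium signal · Controls – ATP-challenged DMSO wells low, unchallenged DMSO wells high · Repeats – no replicates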
OXTR potentiator: potentiates the human oxytocin receptor response; 320,000 tested, 0.061% active; activation, % at 3 µM; P30559; CHO-OTR cells, Fluo-8 calcium fluorescence, potentiator mode; 0% = oxytocin EC15, 100% = EC100;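 active means activation above that plate's cutoff, the mean activation of tested compounds plus 3 SD, cut at about 6.6% in these data, passing the limit was not always enough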;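 further: 100% uses oxytocin at 75 nM as the full agonist control; some results filed as inactive read as strong as hits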
Target sequence (P30559 whole entry, looked up): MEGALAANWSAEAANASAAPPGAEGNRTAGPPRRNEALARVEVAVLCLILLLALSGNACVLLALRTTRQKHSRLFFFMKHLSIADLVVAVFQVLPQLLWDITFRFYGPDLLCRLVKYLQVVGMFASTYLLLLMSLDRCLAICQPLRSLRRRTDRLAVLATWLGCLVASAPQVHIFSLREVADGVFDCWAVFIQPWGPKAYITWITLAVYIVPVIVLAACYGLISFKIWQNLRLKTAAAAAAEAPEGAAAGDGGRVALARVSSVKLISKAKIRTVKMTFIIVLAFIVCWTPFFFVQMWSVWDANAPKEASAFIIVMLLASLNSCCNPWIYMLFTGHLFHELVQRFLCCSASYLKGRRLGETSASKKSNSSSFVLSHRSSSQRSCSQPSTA
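Material: human OTR in CHO cells. Compound: 3.0 µM, one dose. Timing: compound 6 min at room temperature before oxytocin, 100 s read. Evaluation: % activation of max/min ratio relative to oxytocin controls. Replication: single well per compound, singlicate. Signal: Fluo-8 calcium dye fluorescence.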
TAAR1 agonist: human TAAR1 agonism; Q96RJ0; CHO RD-HGA16 TAAR1, Fluo-8 calcium fluorescence; vehicle wells 0%, saturating PEA agonist 100%; activation, % at 3 µM; 360,000 tested, 0.99% active; AID 624467;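 active means activation above the mean activation of all test compounds in the run plus 3 SD, cut at about 38% in these data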
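System: CHO RD-HGA16 cells carrying human TAAR1 plus Gα16; Incubation: 17-24 h seeding, 75 min 37 °C dye, 30 min RT; Measured by: Fluo-8 fluorescence, 5 s baseline then 140 s kinetic read; Control set: DMSO and PEA EC100; Replication: single well for each compound.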
OXTR agonist: agonists of human oxytocin receptor; CHO-OTR cells, Fluo-8 calcium fluorescence; normalized: DMSO 0%, oxytocin 100%; 320,000 tested, 0.32% active; P30559; activation, % at 3 µM; AID 2435;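 active means activation above the mean of all tested compounds plus 3 SD, cutoff set per screening run, cut at about 20% in these data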;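 further: peak over basal fluorescence ratio from a 100 s FLIPR kinetic read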
CHRM1 antagonist: blocks human M1 muscarinic receptor; P11229; CHO-K1 hM1, Fluo-8 calcium fluorescence, ACh EC80 antagonist; inhibition, % at 3 µM; 360,000 tested, 1.3% active;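 active means percent inhibition above its own plate's cutoff, namely the mean of that plate's compound wells plus 3 SD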;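 further: peak over basal fluorescence ratio during 140 s after agonist addition; 0% = ACh EC80 plus DMSO and 100% = DMSO alone without agonist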
An asterisk follows results filed as active; . = no result given.

no.	mol	V1aR counter	M1 PAM	TAAR1 antagonist	M1 ag	CHO parental Ca
1	COc1ccc(/C=N/NC(=O)c2ccc3c(c2)OCCO3)c(OC)c1	-0.5	5	10	-2	-16
2	CN(C)/C=C/C(=O)c1cnc(-c2ccc(Cl)cc2)s1	0.1	11	-1	-3	-16
3	S=C(NN=C1CCCCCC1)Nc1ccc(Cl)cc1	0.0	1	-8	-8	-6
4	CCOC(=O)c1[nH]c2ccccc2c1NC(=O)c1ccc(S(=O)(=O)N2CCCCC2)cc1	-0.9	-8	8	-7	-18
5	O=C(COc1cccc(C(F)(F)F)c1)Nc1ccc2[nH]ncc2c1	1.6	0	1	-3	-1
6	Cc1ccc2c(c1)c(-c1csc(N)n1)c(C)n2C	0.1	3	-18	-6	-19
7	O=C(N/N=C/c1ccc2c(c1)OCO2)c1sc2cccc(Cl)c2c1Cl	-1.0	12	7	-2	4
8	Cc1cc(NC(=O)CSc2nnnn2-c2ccccc2F)no1	0.3	11	-4	-1	-8
9	COc1cccc(/C=C2\SC(=S)N(NS(=O)(=O)c3ccc(C)cc3)C2=O)c1OC	-0.8	1	3	-5	-12
10	CCCCSc1nc(O)c(C2OC(=O)c3c2ccc(OC)c3OC)c(=O)n1C (configuration not stated)	-0.8	6	-2	-2	-10

no.	OXTR potentiator	TAAR1 agonist	OXTR agonist	CHRM1 antagonist
1	-9	1	-0.5	-11
2	-3	0	-0.4	-4
3	-2	9	-1.1	-8
4	-7	1	-1.2	6
5	3	2	0.5	-5
6	-13	1	0.7	-13
7	-13	4	0.1	-12
8	-8	7	0.5	-10
9	2	-3	-2.0	-5
10	-9	13	-0.8	-16

Later entries
no.	mol	V1aR counter	M1 PAM	TAAR1 antagonist	M1 ag	CHO parental Ca
11	CCCCCCCC(=O)O	0.8	-8	-32	-3	-6
12	CC(C)(Oc1ccc(Cl)cc1)C(=O)NCc1ccco1	-0.2	11	17	-2	-34
13	CCCOc1ccc(C2C(C(=O)c3ccco3)=C(O)C(=O)N2CCCn2ccnc2)cc1OC (configuration not stated)	.	4	-29	-3	.
14	C=C1[C@@H](O)[C@H](CC(C)C)N(Cc2ccccc2Br)S1(=O)=O	.	10	8	-9	.
15	CCOC(=O)c1c(C)n(C)c2ccc(OC(=O)c3ccc([N+](=O)[O-])cc3)cc12	1.5	-4	-13	-7	3
16	COCCNc1nc(NCc2ccc(NC(C)=O)cc2)c2sc(-c3ccccc3)cc2n1	.	-2	-6	-10	.
17	CCCCC(=O)NC(=S)Nc1cccc(Cl)c1N1CCCCC1	0.0	-3	-11	-2	-16
18	Cc1ccc(-n2c(SCC(=O)N3CCOCC3)nc(O)cc2=O)cc1	.	9	-26	-2	.
19	CC1(C(=O)NC2CCCCC2)CCC(=O)N1Cc1cccs1 (configuration not stated)	-0.4	9	-13	-5	-5
20	COc1ccc(N(CC(=O)Nc2ccc(F)c(F)c2)S(=O)(=O)c2c(C)n[nH]c2C)cc1	6.0	1	5	-2	-11

no.	OXTR potentiator	TAAR1 agonist	OXTR agonist	CHRM1 antagonist
11	1	1	0.6	5
12	-13	0	-1.3	-10
13	.	1	.	-7
14	.	0	.	-9
15	-9	-1	0.3	2
16	.	2	.	-9
17	-7	1	-0.7	5
18	.	5	.	-10
19	0	1	-0.1	-15
20	-14	8	3.4	-4

Continued:
no.	mol	V1aR counter	M1 PAM	TAAR1 antagonist	M1 ag	CHO parental Ca
21	COc1ccc(-c2nn(C)c(=O)c3ccccc23)cc1NS(C)(=O)=O	-0.2	6	9	-2	-2
22	O=C(CCl)NCCCN(C(=O)C(Cl)Cl)c1ccc([N+](=O)[O-])cc1	0.5	1	-19	-4	0
23	CC(C)OC(=O)C1C(=O)CC(C)(O)C(C(=O)OC(C)C)C1c1cccc(O)c1 (configuration not stated)	-0.9	6	-2	-4	-4
24	Cc1cccc(OCCCn2c(=O)sc3ccccc32)c1	0.1	-3	13	-5	-40
25	CCOC(=O)c1cnc(SCC(=O)Nc2cc(C(F)(F)F)ccc2N2CCOCC2)nc1N	0.7	5	5	-1	-14
26	O=C(Nc1nccs1)c1ccc(N2C(=O)[C@@H]3[C@H](C2=O)[C@H]2C=C[C@@H]3C2)cc1	1.8	7	-4	2	-1
27	CC(=O)c1ccc(NC(=O)C2CCC(C)NC2=O)cc1 (configuration not stated)	0.3	2	7	-2	-1
28	CCOC(=O)Cn1cc(C#N)c2ccccc21	-0.9	8	-4	-5	-13
29	Cc1ccc(OCC(=O)NCCNC(=O)c2ccco2)cc1C	-0.3	5	7	-4	-6
30	Cc1nn(CC(=O)N2CCN(C34CC5CC(CC(C5)C3)C4)CC2)c(C)c1[N+](=O)[O-]	0.7	-6	3	-14	0

no.	OXTR potentiator	TAAR1 agonist	OXTR agonist	CHRM1 antagonist
21	-5	6	1.0	-16
22	0	0	0.3	7
23	2	17	-0.5	-3
24	-17	20	-1.4	14
25	-7	2	1.2	-24
26	0	0	2.7	-6
27	-8	-1	-0.6	-3
28	-18	1	0.2	-12
29	-6	4	-0.1	-2
30	1	-3	1.0	3

Further records:
no.	mol	V1aR counter	M1 PAM	TAAR1 antagonist	M1 ag	CHO parental Ca
31	COc1ccc(-n2cc(-c3ccccc3)c3c(=S)nc[nH]c32)cc1	1.0	6	18	-1	2
32	N#Cc1cc2c(nc1SCC(=O)N1CCCCC1)CCCC2	0.0	-8	5	-4	-7
33	CCNC(=S)N1CCC(NC(=O)C2CCCCC2)CC1	1.3	0	-10	-3	-10
34	CCC(C)NC(=O)CCNS(=O)(=O)c1ccc(Br)cc1 (configuration not stated)	0.3	-3	10	-2	-15
35	Cc1cc(C)n2nc(SCC(=O)Nc3ccc(O)cc3)nc2n1	1.2	6	17	-2	3
36	C[C@H](CO)N1C[C@H](C)[C@@H](CN(C)C)Oc2c(NC(=O)c3ccncc3)cccc2C1=O	-0.9	0	2	-4	0
37	O=C(CSc1nc2ccccc2c(=O)n1-c1ccc(F)c(Cl)c1)Nc1cccc(S(=O)(=O)N2CCOCC2)c1	1.3	1	13	-6	-10
38	Cc1cc2oc(=O)c(CC(=O)NCCCN(C)C)c(C)c2c2occ(C(C)(C)C)c12	0.3	.	.	.	-26
39	COc1ccc2cc(S(=O)(=O)N3CCCCCC3)ccc2c1	0.2	-17	8	-14	-8
40	CC[C@H](C)[C@H]1CNC(=S)N1CC1CCN(CCCC2CCCC2)CC1	.	-26	-16	-12	.

no.	OXTR potentiator	TAAR1 agonist	OXTR agonist	CHRM1 antagonist
31	-7	-1	0.4	-3
32	-2	16	-1.2	14
33	-16	3	0.1	2
34	-4	14	0.0	2
35	-1	3	1.0	2
36	0	3	0.3	-6
37	-1	-1	1.6	-2
38	-9	.	0.7	.
39	-12	-1	-1.4	14
40	.	-1	.	38*

A second format for part of the listing above:
(10) CCCCSc1nc(O)c(C2OC(=O)c3c2ccc(OC)c3OC)c(=O)n1C (configuration not stated)
(11) CCCCCCCC(=O)O
compound no.,10,11
V1aR counter,-0.8,0.8
M1 PAM,6,-8
TAAR1 antagonist,-2,-32
M1 ag,-2,-3
CHO parental Ca,-10,-6
OXTR potentiator,-9,1
TAAR1 agonist,13,1
OXTR agonist,-0.8,0.6
CHRM1 antagonist,-16,5

(cont.)
no.	mol	V1aR counter	M1 PAM	TAAR1 antagonist	M1 ag	CHO parental Ca
41	C[C@@H]1CN([C@H](C)CO)S(=O)(=O)c2ccc(C3=CCCCC3)cc2O[C@H]1CN(C)C(=O)Cc1cccnc1	.	-2	-7	-7	.
42	COc1ccc(C(=O)/C=C/c2ccccc2)c(OC)c1	-1.5	2	4	-3	-7
43	CN(CCC#N)C(=S)Nc1ccc(F)cc1	0.0	11	-2	-1	1
44	Cc1ccc(C(=O)CSc2nnc(CNc3ccc(C)cc3C)o2)cc1	3.6	5	7	-1	-8
45	CCC1CCCCN1CCCNC(=O)Cn1c2ccccc2c2nc(=O)cc(C)n21 (configuration not stated)	-0.2	0	-6	-6	2
46	COc1ccc(/C=N/n2cncn2)cc1COc1ccc(NC(C)=O)cc1	-0.3	3	4	-5	-2
47	O=S(=O)(c1ccc(NC(=S)N2CCCCC2CO)cc1)N1CCOCC1 (configuration not stated)	.	-4	8	-1	.
48	Cc1ccc(CNC(=O)C2CCCN2S(=O)(=O)c2ccc(Cl)cc2)cc1 (configuration not stated)	0.1	1	4	-2	-25
49	O=C(Cn1ncc2c(=O)oc3ccccc3c21)N(Cc1ccco1)C1CCCCC1	-0.5	-1	-6	-2	-12

no.	OXTR potentiator	TAAR1 agonist	OXTR agonist	CHRM1 antagonist
41	.	4	.	0
42	-6	0	-1.6	-4
43	-6	0	-0.1	-11
44	-24	3	4.5	-5
45	-1	1	0.3	-9
46	1	5	0.7	4
47	.	4	.	-2
48	2	1	-1.0	-6
49	-3	-1	-1.5	-7

Complete entries as entered above. Screens in order: V1aR counter | M1 PAM | TAAR1 antagonist | M1 ag | CHO parental Ca | OXTR potentiator | TAAR1 agonist | OXTR agonist | CHRM1 antagonist
Record of `N#Cc1cc2c(nc1SCC(=O)N1CCCCC1)CCCC2` → 0.0 | -8 | 5 | -4 | -7 | -2 | 16 | -1.2 | 14
Record of `CN(C)/C=C/C(=O)c1cnc(-c2ccc(Cl)cc2)s1` → 0.1 | 11 | -1 | -3 | -16 | -3 | 0 | -0.4 | -4
Record of `CCCCCCCC(=O)O` → 0.8 | -8 | -32 | -3 | -6 | 1 | 1 | 0.6 | 5
